TDP1 block: qHTS Assay for Inhibitors of Tyrosyl-DNA Phosphodiesterase (TDP1) | Potency, µM (titrated, usually from 130 µM), inactives show at the top dose activity change, negative = inhibition, most hits filed as inhibitors | AID 485290, 2010 | Tyrosyl-DNA phosphodiesterase 1 (Homo sapiens), Q9NUW8 | 350,000 compounds, 0.28% hits | recombinant TDP1, AlphaScreen DNA substrate cleavage; note: nearly all actives have a fitted effect of over 40% in size
Target sequence (Q9NUW8 whole entry, looked up): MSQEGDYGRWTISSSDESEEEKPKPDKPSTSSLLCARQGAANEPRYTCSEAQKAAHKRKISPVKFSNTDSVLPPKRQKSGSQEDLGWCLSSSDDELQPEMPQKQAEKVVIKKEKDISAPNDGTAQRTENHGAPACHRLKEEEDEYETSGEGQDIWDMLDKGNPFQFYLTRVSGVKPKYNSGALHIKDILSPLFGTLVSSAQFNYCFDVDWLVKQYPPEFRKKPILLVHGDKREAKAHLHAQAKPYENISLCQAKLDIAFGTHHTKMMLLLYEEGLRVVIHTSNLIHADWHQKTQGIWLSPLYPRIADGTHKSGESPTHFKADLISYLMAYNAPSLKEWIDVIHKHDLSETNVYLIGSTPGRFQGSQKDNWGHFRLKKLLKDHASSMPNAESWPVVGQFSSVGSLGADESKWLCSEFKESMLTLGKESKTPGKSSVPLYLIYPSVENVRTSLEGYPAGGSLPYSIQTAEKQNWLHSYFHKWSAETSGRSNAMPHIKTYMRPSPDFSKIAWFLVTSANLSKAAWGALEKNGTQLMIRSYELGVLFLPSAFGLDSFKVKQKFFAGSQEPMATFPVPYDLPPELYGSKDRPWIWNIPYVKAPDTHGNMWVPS
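E. coli-derived human Tdp1, 1 nM final. Cpd preinc 15 min RT; substrate 15 nM final, 5 min RT; AS bead mix 10 ug/ml final, 10 min RT. Signal loss = tyrosine-FITC cleavage. No-enzyme wells = max signal.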
DT40 TDP1 no CPT: qHTS for Inhibitors of human tyrosyl-DNA phosphodiesterase 1 (TDP1): qHTS in cells in absence of CPT. 420,000 compounds, 15% hits. DT40 Tdp1-/- hTDP1 cells, no CPT, ATP luminescence, 48 h. Potency, µM (top dose mostly 46.2 µM), without a hit: at the top dose activity change, negative = growth inhibition, most hits filed as inhibitors; note: nearly all actives have a fitted effect of over 55% in size
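A cellular qHTS used chicken DT40 cells lacking endogenous Tdp1 but carrying stably transfected human TDP1. Compounds were applied without camptothecin, and cell growth kinetics were judged by ATP-dependent luminescence after ≥48 hr.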
DT40 TDP1 CPT: qHTS for Inhibitors of human tyrosyl-DNA phosphodiesterase 1 (TDP1): qHTS in cells in presence of CPT; chicken DT40 Tdp1-/-;hTDP1 cells + 20 nM CPT, ATP luminescence, 48 h; Potency, µM (top dose mostly 46.2 µM), inactives show at the top dose activity change, negative = growth inhibition, actives largely listed as inhibitors; 420,000 compounds, 12% hits; note: nearly all actives have a fitted effect of over 55% in size
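Chicken DT40 Tdp1-/- cells stably complemented with human TDP1 were seeded at 400 cells/well in medium containing 20 nM camptothecin, exposed to pin-transferred compounds, and grown at 37 °C for at least 48 hr. Viability was read as ATP luminescence.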
The depositor's hits bear a star; ? = inconclusive; nt = not tested or not shown; & = joins results of further samples; [ ] = another dose, or the depositor's remark. Calls come from the whole dose curve; as a rule, active = well fitted curve in the direction sought with a large enough effect; inconclusive = small, poorly fitted or top-dose-only effect, or another doubt; inactive = no such curve, though single readings can be large; an effect the other way counts as inactive or inconclusive. % is set by controls: 0 for no effect and ±100 for the full control effect; potency is the fitted concentration of half-maximal effect.

SMILES	TDP1 block	DT40 TDP1 no CPT	DT40 TDP1 CPT
COc1ccc(NC(=O)c2ccccc2NC(=O)C2CCCCC2C(=O)O)cc1 (stereo not given)	nt	?	-22%
Cc1ccc2[nH]c(=O)c(CN(Cc3cccs3)Cc3nnnn3Cc3ccco3)cc2c1	4%	18µM*	?
COc1ccc(/C(O)=C2/C(=O)C(=O)N(CCN(C)C)C2c2ccccn2)cc1OC (stereo not given)	9%	14%	1%
Cc1ccc(NC(=O)C[n+]2cc(-c3ccccc3)n3c2CCC3)c(C)c1	5%	?	-21%
O=C(COC(=O)c1ccco1)NNC(=O)c1ccc(Cl)cc1	-4%	-7%	9%
C[C@]12c3[nH]c4ccccc4c3CCN1C(=O)C(CC(=O)NCc1cccc(C(F)(F)F)c1)C[C@@H]2C(=O)N1CCOCC1 (stereo not given in full)	3%	?	?
Cc1cccc(NCC(=O)N/N=C/c2cccc(Br)c2)c1	6%	?	?
COc1cc2c(cc1OC)CN(C(=O)c1cccs1)CC2	5%	?	-10%
CN(Cc1ccccc1)c1nc2c(c(=O)[nH]c(=O)n2C)n1CCSc1nc2ccccc2[nH]1	3%	-3%	-24%
CC(Oc1ccccc1)C(=O)N1CCN(c2ccc(N3CCCCCC3)nn2)CC1 (stereo not given)	3%	-4%	1%
COc1cc(C(=O)OCCNC(=O)c2ccncc2)cc(OC)c1OC	5%	-15%	-1%
CCN1C(=O)CC(N2CCC(C(=O)OC)CC2)C1=O (stereo not given)	6%	-17%	13%
CN(C)S(=O)(=O)c1cccc(C(=O)Nc2ccc3c(c2)CCC3)c1	nt	18µM*	16µM*
CN(C)c1ccc(C#Cc2ccc3cc(CCO)oc(=O)c3c2)cc1	-18%	?	-12%
CSc1ncccc1C(=O)N1CCN(S(=O)(=O)c2ccc3c(c2)OCCO3)CC1	0%	-29%	?
CCOC(=O)c1c(C)[nH]c(C(=O)COC(=O)/C=C/c2ccc(OC(F)F)cc2)c1C	1%	-13%	-24%
CCCN1Cc2cccc(C(=O)Nc3cc(C)cc(C)c3)c2C1=O	6%	?	-14%
CCc1ccc(S(=O)(=O)Nc2ccc3oc(C)c(C(=O)OCCOC)c3c2)cc1	nt	?	?
Cc1nn(CC(=O)NCCCN2CCN(C)CC2)c(=O)c2cc(-c3ccccc3)nn12	4%	16%	5%
O=C(CCc1ccc(S(=O)(=O)NCc2ccccc2)cc1)NCC1CCCO1 (stereo not given)	0%	?	-17%
COc1ccc(-n2c(SCCNCCO)nc3sc4c(c3c2=O)CCCC4)cc1	10%	?	?
COc1ccc(CCNC(=O)CSc2nn(-c3ccccc3)c(=S)s2)cc1	6%	-16%	-23%
CC(=O)c1cccc(NC(=O)COC(=O)c2cccs2)c1	6%	-11%	-8%
CC(=O)Nc1ccc(S(=O)(=O)NC(C)C(=O)NCCc2ccc(F)cc2)cc1 (stereo not given)	2%	-10%	8%
CC(C)=C1SC(N2CCCCC2)=NC1=O	0%	-2%	-4%
Carrying on:
SMILES	TDP1 block	DT40 TDP1 no CPT	DT40 TDP1 CPT
Fc1ccccc1C1c2cccn2CCN1C(=S)Nc1cccc(Br)c1 (stereo not given)	6%	16%	-2%
CCn1c(SCC(=O)Nc2nnc(C)s2)nc2c(c1=O)SC(C)C2 (stereo not given)	-3%	?	-28%
N#Cc1ccsc1NC(=O)COC(=O)CCS(=O)(=O)c1ccccc1	-10%	-1%	-5%
CSc1ccccc1NC(=O)c1cccnc1	3%	-4%	-19%
COc1ccccc1-c1oc2ccccc2c1C#CC(C)(C)O	-12%	?	?
COc1ccccc1-c1nc(S(=O)(=O)c2ccccc2)c(N2CCC(C)CC2)o1	6%	3.7µM*	23µM*
Cc1ccc(S(=O)(=O)NCc2ccccc2)cc1C(=O)N1CCCCC1	-2%	2%	-6%
O=C(O)Cc1ccc(NC(=O)C(c2ccccc2)c2ccccc2)cc1	2%	-2%	3%
COc1ccc(Nc2ncc(C(=O)N3CCN(c4ccc(F)cc4)CC3)c3ccccc23)cc1	6%&8%	5.2µM*	23µM*
COC(=O)[C@@H]1C[C@H]2CC[C@H](O)C[C@H]2N1Cc1ccccc1OS(=O)(=O)c1ccc(C)cc1	9%&1%	?	?
COc1cc2c(cc1OC)C(C)N(C(=O)c1ccc(Br)o1)CC2 (stereo not given)	3%	16µM*	?
CC(C)(C)NC(=O)CN(C(=O)c1csnn1)c1ccccc1-c1ccccc1	-5%	-25%	-4%
CN(C)CCCNC(=O)OC1CC2CC1[C@H]1CCCCN1C2=O (stereo not given in full)	nt	-17%	11%
CC(C)Oc1ccc(C(=O)Nc2c3c(nn2-c2ccccc2)CS(=O)(=O)C3)cc1	-6%	-30%	?
O=C(N/N=C/c1cc2c(cc1Cl)OCO2)c1ccccn1	nt	-27%	-12%
Cc1nc(SCC(=O)Nc2ccc3[nH]c(=O)[nH]c3c2)nc(C)c1C	1%	-10%	-17%
COc1ccc(CCNC(=O)C/C(C)=N/NC(=O)COc2ccc(C)cc2Br)cc1OC	nt	-16%	7%
COc1ccccc1/C=C(\NC(=O)c1ccc(OC)c(OC)c1)C(=O)Nc1ccc([N+](=O)[O-])cc1	0%	-24%	25%
O=C(c1ccccc1F)N1CCN(S(=O)(=O)c2ccc(Br)cc2)CC1	3%	0%	-17%
Cc1ccc(NC(=O)NNC(=O)c2cccs2)cc1	1%	-1%	-16%
Clc1ccc(CCNc2nc3cc(Cl)c(Cl)cc3n3cnnc23)cc1	2%	?	?
CCOc1ccccc1NS(=O)(=O)c1cc(-c2cnc(C3CC3)o2)ccc1C	6%	?	-20%
Cc1ccc(S(=O)(=O)N(C)C)cc1NC(=O)CCNC(=O)c1ccco1	-11%	-9%	-2%
C=CCn1c(=O)c2ccccc2n2c(SC(C)C(=O)Nc3nc(-c4ccccc4)cs3)nnc12 (stereo not given)	11%[56.1 µM]	3.7µM*	9.2µM*
Cc1ccc(NC(=O)Cn2c(=O)n(CCC(=O)NC3CCN(Cc4ccccc4)CC3)c(=O)c3ccccc32)cc1	1%	?	?
New compounds follow
SMILES	TDP1 block	DT40 TDP1 no CPT	DT40 TDP1 CPT
NC(=O)c1c(NC(=O)CN2C(=O)CCC2=O)sc2c1CCCCC2	1%	-20%	-5%
CC(C)c1ccccc1OCC(O)CN1CCN(S(=O)(=O)c2ccc([N+](=O)[O-])cc2)CC1 (stereo not given)	nt	8.2µM*	?
Nc1ccc2nc(-c3cccc(-c4nc5ccc(N)cc5[nH]4)n3)[nH]c2c1	nt	?	?
COc1ccc(C2C(C(=O)Nc3ccccc3)=C(C)Nc3nc(-c4ccccc4)nn32)c(OC)c1 (stereo not given)	nt	?	16µM*
Cc1ccc(S(=O)(=O)/C(=C\N(C)C)c2cnc(Cl)s2)cc1	5%	-11%	-8%
COc1ccc(NS(=O)(=O)c2cc(C)ccc2OC)cc1OC	3%	-14%	-15%
O=C(Cn1cc(F)c(=O)[nH]c1=O)c1ccco1	nt	-17%	-6%
O=C(NCCOC(=O)c1ccc(C(=O)OCCNC(=O)c2cccnc2)s1)c1cccnc1	4%	2%	-5%
O=C(Nc1ccccc1)c1cc(S(=O)(=O)N2CCSCC2)ccc1Cl	5%	?	?
O=C(NCCN1C(=O)S/C(=C\c2ccc(OC(F)F)cc2)C1=O)C1=COCCO1	0%	7.3µM*	8.2µM*
COc1ccc(CCNC(C)=O)cc1	3%	10%	-5%
Cc1ccc(NC(=O)COC(=O)CCc2c(C)nc3ncnn3c2C)cc1C	0%	-15%	-26%
CCCOc1ccc(S(=O)(=O)N2C(=O)CC(=O)N(Cc3ccc(OCC)cc3)C2=O)cc1	1%	-1%	-3%
Cc1c(C(=O)OCC(=O)c2ccc3c(c2)OCCO3)oc2ccccc12	2%	?	?
Cc1cccc(-n2c(=O)c3c(c4cc(C)ccc4n3C)n(CC(=O)NCC3CCCO3)c2=O)c1 (stereo not given)	-6%	-18%	0%
NS(=O)(=O)c1ccc(CCNC(=O)CNS(=O)(=O)c2cccc(Br)c2)cc1	8%	?	?
Nc1c(C(=O)CSc2nnc(Nc3ccc(F)cc3)s2)c(=O)[nH]c(=O)n1C1CC1	-6%	?	-23%
CON(C)S(=O)(=O)NC(=O)C1=C(N2CCCC2)COC1=O	1%	-1%	1%
CNC(=O)c1ccccc1Sc1cccc2cccc(C(=O)O)c12	nt	10%	0%
O=C(ON=C1CCN(S(=O)(=O)c2ccccc2)CC1)c1ccccc1	5%	-10%	-19%
CCc1noc(C)c1C(=O)NC1CCCc2c1cnn2-c1cc(C)cc(C)c1 (stereo not given)	2%	-1%	?
COc1ccc(OC)c(C(=O)CSc2nnc(Cc3cccs3)n2C)c1	9%	-7%	0%
COc1ccc(CCN2C(=O)CS/C2=N\NC(=O)c2ccc(C(C)(C)C)cc2)cc1OC	0%	15µM*	?
COc1ccc(N(CC(=O)O)S(=O)(=O)c2c(C)n[nH]c2C)cc1	4%	-1%	-5%
Nc1ncnc2c1ncn2[C@@H]1O[C@H](C(=O)N2CCCN(Cc3ccccc3F)CC2)[C@@H](O)[C@H]1O	nt	-25%	-1%

Single records, from the list above. Order of screens: TDP1 block | DT40 TDP1 no CPT | DT40 TDP1 CPT
Entry for NS(=O)(=O)c1ccc(CCNC(=O)CNS(=O)(=O)c2cccc(Br)c2)cc1 : 8% | ? | ?
Entry for Nc1ccc2nc(-c3cccc(-c4nc5ccc(N)cc5[nH]4)n3)[nH]c2c1 : nt | ? | ?
Entry for COc1ccc(OC)c(C(=O)CSc2nnc(Cc3cccs3)n2C)c1 : 9% | -7% | 0%
Entry for O=C(NCCOC(=O)c1ccc(C(=O)OCCNC(=O)c2cccnc2)s1)c1cccnc1 : 4% | 2% | -5%

Remaining list, next part
SMILES	TDP1 block	DT40 TDP1 no CPT	DT40 TDP1 CPT
O=S(=O)(c1ccc(F)cc1)N1CCN(c2nc(-c3cccs3)nc3ccccc23)CC1	1%&1%	?	?
COc1ccc(C(=O)O/N=C(\C)c2nccs2)cc1	5%	-4%	3%
Cc1ccc(OCC(=O)Nc2ccc3oc(=O)ccc3c2)cc1	4%	-14%	1%
CC(C)Cn1c(-c2ccc(Cl)cc2)cnc1SCC(=O)N1CCOCC1	4%	?	?
CC(=O)N1c2ccccc2NC2=C(C(=O)CCC2)C1c1cccnc1 (stereo not given)	6%	4%	-8%
CCOc1ccc(C2=Nn3cnnc3SC2)cc1	8%	-23%	?
CCC(=O)Nc1cccc(-n2nnnc2SCC(=O)N2CCCCC2)c1	2%	2%	-9%
O=C(NCc1cccnc1)c1ccc(S(=O)(=O)N2CCOCC2)cc1	4%	-16%	-6%
CCOc1ccc(NC(=S)Nc2cccnc2)cc1	5%	-9%	-4%
COCCCN1C(=O)C(CC(=O)NC2CCCCC2)CC(C(=O)N2CCOCC2)=C1C (stereo not given)	nt	-5%	1%
O=C(CSc1nnnn1-c1cccc(F)c1)NC1CC1	-13%	-1%	-29%
COc1ccc(Cl)cc1NC(=O)CSc1ccc(-c2sc(C)nc2C)nn1	-8%	10µM*	13µM*
Cc1cc(C(=O)NNC(=S)Nc2ccccc2)nn1C	6%	-10%	-10%
O=C(O)CCCN1C(=O)NC2NC(=O)NC21 (stereo not given)	7%	-6%	-10%
O=C(CN(c1cccc([N+](=O)[O-])c1)S(=O)(=O)c1ccccc1)NCc1cccnc1	9%	-15%	8%
CCOC(=O)c1ccccc1NC(=O)CSc1nc(=O)[nH]c2c1CCC2	3%	-10%	0%
CN(Cc1ccccc1)C(=O)c1[nH]cnc1C(=O)N[C@@H](Cc1ccccc1)C(=O)OC(C)(C)C	nt	?	?
COc1ccc(CCNc2nc3c(-c4cccc(C)c4)nnn3c3ccccc23)cc1OC	4%	-3%	22%
O=C(O)c1ccccc1NC(=O)C1CCN(S(=O)(=O)c2ccc3c(c2)OCCO3)CC1	nt	-25%	8%
Cc1ccc(-c2nn(-c3cccc(F)c3)cc2CNCCc2ccncc2)o1	5%	?	?
COc1cc(Br)c(C2C(C#N)=C(N)Oc3n[nH]c(-c4cccnc4)c32)cc1OC (stereo not given)	3%	?	?

A portion from further up, for reference:
SMILES	TDP1 block	DT40 TDP1 no CPT	DT40 TDP1 CPT
COCCCN1C(=O)C(CC(=O)NC2CCCCC2)CC(C(=O)N2CCOCC2)=C1C (stereo not given)	nt	-5%	1%
O=C(CSc1nnnn1-c1cccc(F)c1)NC1CC1	-13%	-1%	-29%
COc1ccc(Cl)cc1NC(=O)CSc1ccc(-c2sc(C)nc2C)nn1	-8%	10µM*	13µM*
Cc1cc(C(=O)NNC(=S)Nc2ccccc2)nn1C	6%	-10%	-10%
O=C(O)CCCN1C(=O)NC2NC(=O)NC21 (stereo not given)	7%	-6%	-10%
O=C(CN(c1cccc([N+](=O)[O-])c1)S(=O)(=O)c1ccccc1)NCc1cccnc1	9%	-15%	8%
